# TAAR1 antagonist: antagonists of human TAAR1. Q96RJ0. CHO RD-HGA16 TAAR1, Fluo-8 calcium fluorescence, antagonist. inhibition, % at 3 µM. 1.5% of 360,000 active. AID 624466;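 active = inhibition above a per-plate cutoff, the mean inhibition of test compounds on that plate plus 3 SD, cut at about 49% in these data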;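 also: 0% = DMSO plus EC80 beta-PEA response and 100% = DMSO alone without agonist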
# Target sequence (Q96RJ0 whole entry, looked up): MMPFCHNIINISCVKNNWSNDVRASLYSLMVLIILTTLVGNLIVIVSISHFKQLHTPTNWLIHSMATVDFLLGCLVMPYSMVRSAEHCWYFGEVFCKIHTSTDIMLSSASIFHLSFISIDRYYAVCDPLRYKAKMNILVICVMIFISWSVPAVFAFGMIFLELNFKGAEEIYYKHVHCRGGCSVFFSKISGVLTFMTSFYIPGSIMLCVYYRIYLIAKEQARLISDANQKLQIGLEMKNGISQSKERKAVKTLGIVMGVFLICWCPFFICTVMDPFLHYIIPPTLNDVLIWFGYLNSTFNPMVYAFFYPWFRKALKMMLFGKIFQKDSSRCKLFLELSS
#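 Test system: RD-HGA16 CHO cells with stable hTAAR1 and Gα16 / Probe or stimulus: EC80 β-phenethylamine stimulus / Times: seeding 17-24 h prior, 75-min 37 °C, 30-min RT dye loading / Detection: Fluo-8 calcium-sensitive fluorescence / Read-out basis: % inhibition scaled between DMSO and EC80 PEA controls / Repeats: singlicate, one well per test compound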
# TAAR1 agonist: human TAAR1 agonism | CHO RD-HGA16 TAAR1, Fluo-8 calcium fluorescence; vehicle wells 0%, saturating PEA agonist 100% | activation, % at 3 µM | 0.99% of 360,000 active | AID 624467;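 active = activation above the mean activation of all test compounds in the run plus 3 SD, cut at about 38% in these data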
#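 System: CHO-derived RD-HGA16 cells with stable Gα16 and human TAAR1 / Times: 17-24 h plating, Fluo-8 75 min 37 °C, 30 min RT / Technique: calcium-sensitive Fluo-8 signal, excitation 470-495, emission 515-575 nm / Measure: % activation relative to PEA EC100 response / Benchmarks: DMSO and PEA EC100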
# Active calls of the source: *. A portion of the library; count on the stated rates, not on these rows.
SMILES,TAAR1 antagonist,TAAR1 agonist
COC(=O)[C@]12C[C@H](CC(=O)NCc3ccc(OC)c(OC)c3)C(=O)N(CCC3=CCCCC3)C1=C[C@H](COCc1ccccc1)O[C@@H]2C,-18,-2
C[C@@H]1COc2cc(NCCCN3CCOCC3)ccc2S(=O)(=O)N1,5,1
CC(C)[C@@H](C)/C=C/[C@@H](C)[C@H]1CC[C@@H]2[C@]1(C)CCC1[C@]23C=C[C@]2(C[C@@H](O)CC[C@]12C)N(c1ncc(C(F)(F)F)cc1Cl)O3 (stereo partly drawn),-9,0
c1ccc(Cc2cnc(N3CCN(Cc4ccc5c(c4)OCCO5)CC3)nc2)cc1,-29,-1
COC(=O)[C@]12C[C@H](CC(=O)N3CCCC3)C(=O)N(Cc3ccc4c(c3)OCO4)C1=C[C@H](C(C)(C)C)O[C@@H]2C,-32,3
CCN=C1NC(c2ccc(F)cc2)C(C(=O)OC)=C(C)N1Cc1ccc(C(F)(F)F)cc1 (stereo not drawn),45,28
C[C@H](CO)N1C[C@H](C)[C@H](CN(C)C(=O)Nc2cccc(F)c2)OCc2cnnn2CCCC1=O,4,2
CCC(c1nc2ccccc2[nH]1)n1c(-c2cnccn2)nc2ccccc21 (stereo not drawn),-12,0
COc1ccc(-c2c(-c3ccccc3OC)sc3ccccc23)cc1F,-11,1
O=C(C(=O)N1CCC(CNS(=O)(=O)c2ccc(C(F)(F)F)cc2)CC1)c1cc2ccccc2o1,-10,3
O=C(C(=O)N1CCC(CNC(=O)c2cccnc2Cl)CC1)c1cccs1,-12,1
O=[N+]([O-])c1ccc2c(c1)CCO[C@@]21O[C@H](CCO)C[C@H](O)[C@H]1O,16,1
CCCCNC(=O)C(NC(=O)c1ccc2c(c1)OCO2)C(=O)c1ccccc1 (stereo not drawn),-5,-1
O=C(NC1CCCC1)C1C(c2ccc(C(F)(F)F)cc2)=Nc2ccccc2N1C(=O)c1cccc2ccccc12 (stereo not drawn),-20,-1
O=C1NC(Cc2ccccc2)c2nc3ccccc3c(=O)n2-c2ccc(Cl)cc21 (stereo not drawn),4,28
Cc1cccc(C)c1NC(=O)C1(C)CSCC(=O)N1CCc1ccccc1 (stereo not drawn),-2,13
COc1ccc(C(C(=O)NC2CCCCC2)n2c(=O)c(-c3ccco3)nc3ccccc32)cc1 (stereo not drawn),-20,-1
CC(C)c1cc(Cn2c3ccccc3c(=O)n2C(C)Cn2cc(C3=CCCCC3)nn2)on1 (stereo not drawn),-8,3
C[C@H](c1ccccc1)N1C[C@@H](COCc2ccccc2)Oc2cccc(Oc3ccc(F)cc3)c2S1(=O)=O,-5,3
CC(=O)C1=C(C)N(Cc2ccc(F)cc2)C(=S)NC1c1cccc(Cl)c1 (stereo not drawn),47,1
COCc1[nH]nc2c1C(c1cccc(C(F)(F)F)c1)N(c1ccccc1)C2=O (stereo not drawn),-27,-1
Cc1cccc(C)c1NC(=O)C1(C)CN(S(C)(=O)=O)CC(=O)N1Cc1cccs1 (stereo not drawn),-1,0
COc1ccccc1C(=O)N1CCN(C(=O)[C@@H](Cc2ccccc2)NC(=O)[C@H]2O[C@@H](n3ccc(N)nc3=O)[C@H](O)[C@@H]2O)CC1,4,0
COC(=O)C1=C(C)N(Cc2ccc(C(F)(F)F)cc2)C(=NCc2ccccc2C(F)(F)F)NC1c1ccc(Cl)cc1 (stereo not drawn),7,3
CCOC(=O)CN(C(=O)CSc1nnc2c(n1)[nH]c1c(C)cc(C)cc12)c1ccccc1,0,5

# New compounds follow
SMILES,TAAR1 antagonist,TAAR1 agonist
CSCCC(C(=O)NC(C)(C)C)n1c(-c2cccc(NC(C)=O)c2)nc2ccccc21 (stereo not drawn),-12,0
C[C@H](CO)N1C[C@H](C)[C@H](CN(C)C(=O)Nc2cccc(F)c2)Oc2cc(Br)ccc2S1(=O)=O,11,9
Clc1cc(Cl)cc(CN2CCN(c3ncc(Cc4ccccc4)cn3)CC2)c1,-40,0
Cc1cccc(C)c1NC(=O)C(c1ccc(C(F)(F)F)cc1)n1c(=O)c(-c2ccco2)nc2ccccc21 (stereo not drawn),-10,0
COc1cccc(CNC(=O)[C@H]2CCCN2C(=O)[C@H]2CCCN2C(=O)c2ccc(OC(F)(F)F)cc2)c1,-13,0
COC(=O)C1=CN(c2ccc(N3CCOCC3)cc2)C(N)=C(C#N)C1c1ccccc1 (stereo not drawn),-7,0
CN(C)Cc1cn(CC[C@@H]2CC[C@@H](NC(=O)Nc3ccccc3F)[C@@H](CO)O2)nn1,-9,1
O=C(C(=O)N(C1CCCCC1)C1CCCCC1)c1ccccc1,1,0
COC(=O)[C@]12C[C@H](CC(=O)NCc3cccc(C(F)(F)F)c3)C(=O)N(CCc3ccc(OC)c(OC)c3)C1=C[C@H](C(C)(C)C)O[C@@H]2C,-3,0
CN1OC[C@@H]2CN(C(=O)c3ccc([N+](=O)[O-])cc3)[C@H](c3ccccc3Br)C[C@@H]21,-28,0
COC(=O)C1=C(C)N(Cc2ccc(C(F)(F)F)cc2)C(=NCc2ccc(C(F)(F)F)cc2)NC1c1cccc(Cl)c1 (stereo not drawn),12,17
C[C@@H]1CNC(=O)c2c(C(=O)N3CCN(c4ccccc4)CC3)ncn21,-1,0
C[C@@H]1CN([C@@H](C)CO)C(=O)CCCn2cc(nn2)CO[C@H]1CN(C)C(=O)Nc1ccccc1F,-5,1
N#Cc1cccc(C(=O)C(=O)N2CCN(C(=O)OCc3ccccc3)CC2)c1,-5,3
CCOC(=O)C(C)(C)CC#CCN(CC#Cc1ccccc1)S(=O)(=O)c1ccc(C)cc1,29,1
COC(=O)N[C@H]1CC=C[C@@H]1Cc1cccc(Oc2ccccc2)c1,-19,2
Nc1nc(-c2ccc(Cl)cc2)cs1,-23,2
Cc1cc(Br)c2nc(-c3ccc(Cl)cc3)c(Cc3cccc(Cl)c3)n2c1,-7,1
CC(C)(C)OC(=O)C(Oc1ccccc1[N+](=O)[O-])C(=O)OC(C)(C)C,-50,-2
CC(=O)N1CCN(c2ccc(N3CCN(Cc4ccccc4)[C@@H](C)C3)c(C)c2)[C@H](C)C1,-12,5
COC(=O)[C@]12C[C@H](CC(=O)NCc3cccc4ccccc34)C(=O)N(Cc3ccc4c(c3)OCO4)C1=C[C@H](COCc1ccccc1)O[C@@H]2C,-19,1
O=C(Nc1cc(S(=O)(=O)N2CCOCC2)ccc1N1CCCC1)c1ccccc1C(F)(F)F,-11,14
C[C@H](CO)N1C[C@H](C)[C@H](CN(C)C(=O)C2CCCCC2)OCc2cnnn2CCCC1=O,-4,4
Cc1ccc2nc(-c3cccc(Br)c3)c(Cc3cccc(F)c3)n2c1,15,0
C=CCNc1ccc2c(c1)OC[C@H](Cc1ccccc1)NS2(=O)=O,-26,3

# More records follow:
SMILES,TAAR1 antagonist,TAAR1 agonist
CCCCCCC12C(=Cc3cc4c(cc31)OCCO4)c1cc(OC)c(OC)cc1C(CC(=O)NC1CCCCC1)N2C(=O)OC (stereo not drawn),-19,-1
Cc1ccc(S(=O)(=O)N2C(c3ccc(Cl)c(Cl)c3)CC=C(C(=O)O)C2c2cccc(Cl)c2)cc1 (stereo not drawn),3,3
Cc1cc(N2CCN(C(=O)OC(C)(C)C)C[C@@H]2C)ccc1N1CCN(Cc2ccccc2)[C@@H](C)C1,14,-1
COC(=O)c1cc2c(c3c4cc(F)ccc4n(S(=O)(=O)c4ccccc4)c13)C(=O)N(C)C2,-6,0
O=C(NCc1ccccc1)[C@H]1CCCN1C(=O)[C@H]1CCCN1C(=O)c1cccs1,-19,1
Cc1ccc(NC(=O)NCc2ccco2)cc1[N+](=O)[O-],-8,7
COC(=O)c1cc2c(c3c4cc(F)ccc4n(S(=O)(=O)c4cccc(C)c4)c13)C(=O)N(Cc1ccc(C(F)(F)F)cc1)C2,-41,-1
CC(C)NC(=O)C1(C)CSCC(=O)N1C1CC1 (stereo not drawn),-18,0
CCCCOCCCNC(=O)C[C@H]1C[C@@]2(C(=O)OC)C(=C[C@H](C3CCCC3)O[C@@H]2C)N(Cc2ccccc2)C1=O,-31,-2
Cc1cccc(NC(=O)CNC(=O)[C@@H](Cc2ccccc2)NC(=O)[C@H]2O[C@@H](n3ccc(=O)[nH]c3=O)[C@H](O)[C@@H]2O)c1C,-24,2
COC(=O)[C@]12C[C@H](CC(=O)NCc3cccc(C(F)(F)F)c3)C(=O)N(Cc3ccc4c(c3)OCO4)C1=C[C@H](COCc1ccccc1)O[C@@H]2C,-19,2
CC(C)C[C@H]1COc2cccc(N3CCCC3)c2S(=O)(=O)N1,-21,-1
COc1ccccc1CCn1cnc(-c2ccccc2)c1CC(C)C,56*,7
O=C(NCc1ccccc1)[C@@H]1CCCN1C(=O)[C@H]1CCCN1C(=O)C1CCCCC1,10,-1
O=C(NC1CCCCC1)C(C1CC1)n1c(=O)c(-c2ccco2)nc2ccccc21 (stereo not drawn),-16,-1
OC(c1ccccc1)(c1ccccc1)C1CCN(CCCOc2cccc(Cl)c2)CC1,50*,39*
COC(=O)C1=C(C)N(Cc2ccc(Br)cc2)C(=S)NC1c1ccccc1 (stereo not drawn),10,0
COC(=O)C1=C(C)N(Cc2ccccc2C(F)(F)F)C(=NCc2ccccc2C(F)(F)F)NC1c1cccc(F)c1 (stereo not drawn),6,-1
COC(=O)[C@@H](Cc1ccccc1)NC(=O)[C@H]1O[C@@H](n2cnc3c(=O)[nH]c(N)nc32)[C@H](O)[C@@H]1O,4,1
C[C@H]1Cn2cnc(C(=O)N3CCN(C(=O)OC(C)(C)C)CC3)c2C(=O)N1,3,0

# Copied from the results shown for reference:
SMILES,TAAR1 antagonist,TAAR1 agonist
CCCCCCC12C(=Cc3cc4c(cc31)OCCO4)c1cc(OC)c(OC)cc1C(CC(=O)NC1CCCCC1)N2C(=O)OC (stereo not drawn),-19,-1
Cc1ccc(S(=O)(=O)N2C(c3ccc(Cl)c(Cl)c3)CC=C(C(=O)O)C2c2cccc(Cl)c2)cc1 (stereo not drawn),3,3
Cc1cc(N2CCN(C(=O)OC(C)(C)C)C[C@@H]2C)ccc1N1CCN(Cc2ccccc2)[C@@H](C)C1,14,-1
COC(=O)c1cc2c(c3c4cc(F)ccc4n(S(=O)(=O)c4ccccc4)c13)C(=O)N(C)C2,-6,0
O=C(NCc1ccccc1)[C@H]1CCCN1C(=O)[C@H]1CCCN1C(=O)c1cccs1,-19,1

# Complete entries from above. Screens in order: TAAR1 antagonist | TAAR1 agonist
# Record of OC(c1ccccc1)(c1ccccc1)C1CCN(CCCOc2cccc(Cl)c2)CC1 → 50* | 39*
# Record of CCCCOCCCNC(=O)C[C@H]1C[C@@]2(C(=O)OC)C(=C[C@H](C3CCCC3)O[C@@H]2C)N(Cc2ccccc2)C1=O → -31 | -2
# Record of COC(=O)C1=C(C)N(Cc2ccccc2C(F)(F)F)C(=NCc2ccccc2C(F)(F)F)NC1c1cccc(F)c1 (stereo not drawn) → 6 | -1

# Source: PubChem BioAssay (The Scripps Research Institute Molecular Screening Center)
